# GIRK2 activator: GIRK2 channel activators by thallium flux. P48051. HEK293 GIRK2/NPY4 cells, thallium flux fluorescence. activation (% efficacy), % for hits at 37.5 µM. 34,000 tested, under 10 active;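 active = primary screen hit, no activity in plain HEK293 cells, and in GIRK2-only cells above 5% efficacy rising with concentration; inactive = the rest, including fluorescent compounds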;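 note: efficacy is normalized control-subtracted fluorescence 15 s after thallium addition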
# Calls only; i = inactive. This is a subset, so the mix of outcomes need not match the whole.
SMILES,GIRK2 activator
CCOC(=O)NC1CNC(=O)C1 (stereo not drawn),i
COc1ccc(C2(CN)CCCC2)cc1,i
COCCCn1c(N)c(C(=O)NCc2cccs2)c2nc3ccccc3nc21,i
O=C(Cc1csc(Nc2ccccc2)n1)N1CCN(Cc2ccccc2)CC1,i
COc1ccc(NC2(C#N)CCCCC2)cc1,i
Clc1ccccc1CN1CCNCC1,i
NS(=O)(=O)c1ccc(CCNC(=O)c2cc3cccnc3n(Cc3ccccc3)c2=O)cc1,i
Cc1cc(C)n(CCN2CCCN(C(=O)COc3ccc(Cl)cc3)CC2)n1,i
CCCOC(=O)c1c(N)n(Cc2ccco2)c2nc3ccccc3nc12,i
O=C(NCc1ccc(F)cc1)NCC1CCN(C(=O)Oc2ccccc2)CC1,i

# Structural class, the entries above with sulfur.
SMILES,GIRK2 activator
COCCCn1c(N)c(C(=O)NCc2cccs2)c2nc3ccccc3nc21,i
O=C(Cc1csc(Nc2ccccc2)n1)N1CCN(Cc2ccccc2)CC1,i
NS(=O)(=O)c1ccc(CCNC(=O)c2cc3cccnc3n(Cc3ccccc3)c2=O)cc1,i

# Next section
SMILES,GIRK2 activator
COc1ccccc1OCC(=O)N1CCCN(CCn2nc(C)cc2C)CC1,i
O=C(Nc1ccon1)c1cc2cccnc2n(Cc2ccccc2)c1=O,i
CCOCCCNC(=O)c1c(N)n(Cc2ccco2)c2nc3ccccc3nc12,i
COc1ccc(OC)c(Nc2nc(CC(=O)N3CCN(Cc4ccc5c(c4)OCO5)CC3)cs2)c1,i
NCC1(c2ccc(F)cc2)CC1,i
CCOc1ccc(CC(=O)N2CCN(Cc3nnnn3-c3ccc(F)c(F)c3)CC2)cc1,i
CC(C)Sc1ccc(CC(=O)N2CCN(CCNC(=O)c3cccs3)CC2)cc1,i
C#CC1(OCC(O)CNC2CCCC2)CCCCC1 (stereo not drawn),i
O=C(COc1ccccc1F)N1CCN(CCn2ccnc2)CC1,i
CCn1nc(C)cc1C(=O)Nc1ccc(Cl)cc1C(=O)c1ccccc1Cl,i
CCOCC(=O)NC1CNC(=O)C1 (stereo not drawn),i
NCCN1CCN(c2ccccc2F)CC1,i
O=C(Cc1ccc(Cl)cc1)N1CCCSCC1CN1CCOCC1 (stereo not drawn),i
O=C(Cc1ccc(F)cc1)N1CCCSCC1CN1CCOCC1 (stereo not drawn),i
COc1ccc(OCC(=O)N2CCN(Cc3nnnn3-c3ccc(F)c(F)c3)CC2)cc1,i
CSc1ccc(C2N(c3cc(C)on3)C(=O)C3CCCN32)cc1 (stereo not drawn),i
Clc1cc(Cl)cc(C2CNCCO2)c1 (stereo not drawn),i
Cc1ccc(CNC(=O)c2cc3cccnc3n(Cc3ccccc3)c2=O)cc1,i
COc1ccc(CC(=O)N2CCN(Cc3nc(-c4cccs4)cs3)CC2)cc1OC,i
CCCCn1c(N)c(C(=O)NCCCOC(C)C)c2nc3ccccc3nc21,i
OC12CCCCC1C(c1ccccc1)NCC2 (stereo not drawn),i
CCOCCCn1c(N)c(C(=O)OC(C)CC)c2nc3ccccc3nc21 (stereo not drawn),i
COc1ccccc1Cn1c(N)c(C(=O)NCc2cccs2)c2nc3ccccc3nc21,i

# By substructure, the entries above containing an aryl thioether with sulfur outside any ring.
SMILES,GIRK2 activator
CC(C)Sc1ccc(CC(=O)N2CCN(CCNC(=O)c3cccs3)CC2)cc1,i
CSc1ccc(C2N(c3cc(C)on3)C(=O)C3CCCN32)cc1 (stereo not drawn),i

# Some of these compounds in order of formula weight, high to low:
SMILES,GIRK2 activator
CCOc1ccc(CC(=O)N2CCN(Cc3nnnn3-c3ccc(F)c(F)c3)CC2)cc1,i
O=C(Cc1csc(Nc2ccccc2)n1)N1CCN(Cc2ccccc2)CC1,i
Cc1cc(C)n(CCN2CCCN(C(=O)COc3ccc(Cl)cc3)CC2)n1,i
CCCCn1c(N)c(C(=O)NCCCOC(C)C)c2nc3ccccc3nc21,i
CSc1ccc(C2N(c3cc(C)on3)C(=O)C3CCCN32)cc1 (stereo not drawn),i
C#CC1(OCC(O)CNC2CCCC2)CCCCC1 (stereo not drawn),i
NCCN1CCN(c2ccccc2F)CC1,i
CCOCC(=O)NC1CNC(=O)C1 (stereo not drawn),i

# Screens as filed in PubChem BioAssay.
